From PubChem
KDM5B inh – inhibitors of human KDM5B histone demethylase | Q9UGL1 | KDM5B demethylase, FDH-coupled NADH fluorescence (FDH is formaldehyde dehydrogenase) | Potency, µM (titrated, usually from 57.7 µM), without a hit: at the highest dose activity change, negative = inhibition, hits mostly inhibitors | 2.6% of 220,000 active | AID 1347165; active = well fitted inhibition curve with a large enough effect; inconclusive = small, poorly fitted or top-dose-only effect; inactive = no such curve, though single readings can be large or run the other way; also: 0% is about no effect; nearly all actives have a fitted effect of over 70% in size
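Compound dilutions met 200 nM (final) KDM5BΔAP for 10 min at room temperature before substrate addition. The substrate mix held 12.5 µM H3K4me3 with cofactors 25 µM α-ketoglutarate and 50 µM Fe²⁺. NADH signal gain over 30 min defined activity.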
An asterisk follows results filed as active; i = inactive; u = inconclusive; & = joins results of further samples; [ ] = another dose, or the depositor's remark. Potency is read from the fitted curve at half-maximal effect.

SMILES,KDM5B inh
O=C(NC(c1ccccc1)c1ccccc1Br)C(c1ccccc1)C1CCCC1 (stereo not drawn),-5%
O=c1cc(CSc2nnc(-c3ccccc3)o2)nc2sc(C3CC3)nn12,6%
COc1cccc(CN(C)Cc2cc(C)no2)c1OC,-11%
CCOc1ccc(C(=O)CSc2nc3cc(C(=O)NCC(C)C)ccc3c(=O)n2CCOC)cc1,11%
CCn1cc(SCC(=O)Nc2ccc(C)cc2)c2ccccc21,-4%
CCOC(=O)c1c(C)oc2nc(C)nc(NCc3ccc(OC)cc3OC)c12,1%&-28%
COc1cc(C(=O)N/C(=C\c2cn(C)c3ccccc23)C(=O)NCCO)cc(OC)c1OC,10%
O=C(Nc1ccccc1)c1nc2c(o1)CCN(CC1CC1)CC2,-26%[86.2 µM]
COc1cc(C2c3c(-c4ccc(C)cc4)n[nH]c3C(=O)N2c2ccc(F)cc2)ccc1O (stereo not drawn),-26%
COc1ccc(-c2nc(C(=O)N3CCN(c4ncccn4)CC3)n3ccccc23)cc1,32µM*
CCc1nnc(NC(=O)CSc2nccn2-c2ccc(OC)cc2)s1,2%
CNC(=O)c1cc(-c2cccnc2)cc2c1OCCN2Cc1cccnc1,-9%[86.2 µM]
O=C(O)C1CCc2nnc(C3CCN(C(=O)C4CCCCC4)CC3)n21 (stereo not drawn),u
O=C(c1cccc2[nH]ccc12)N1CCC(n2cc(-c3nc(-c4ccccc4)no3)nn2)CC1,28µM*
Cn1cc(CN2C[C@@H]3C[C@H](C2)c2ccc(NC(=O)COc4ccccc4)c(=O)n2C3)c2ccccc21,28µM*
COCCc1noc(C2Cc3ccccc3N2C(=O)Nc2ccc(C)cc2C)n1 (stereo not drawn),u
Cc1ccc(NC(=O)C2CCCC2)cc1I,18%
C=CCn1cc2c3c(cccc31)[C@H](CC(C)C)N[C@H](C(=O)NCc1ccc(OC)cc1)C2,u
O=C(Nc1ccc2c(c1)OCCCO2)c1ccccc1SCc1cccs1,-2%
O=C1NC2(CCN(S(=O)(=O)c3cccc(C(F)(F)F)c3)C2)N=C1c1ccccn1 (stereo not drawn),-18%
CSc1ccc(CCNC(=O)CN2C(=O)c3cccnc3Oc3ccc(Cl)cc32)cc1,-18%
CC(C)/C=N/NC(=O)COc1ccc(C#N)cc1,12%
O=C(NCCn1ccn2nc(-c3ccc(F)cc3)cc2c1=O)c1n[nH]c2c1CCCC2,u
O=C(c1nc(-c2cccc(C(F)(F)F)c2)c2cnccn12)N1CCOCC1,10µM*
O=c1c2nc(-c3ccccc3F)ccc2ncn1Cc1ccccn1,u
O=C(c1cc2ccccc2[nH]1)N(Cc1ccc(F)cc1)C1CC1,10%
CN1CCC(N2CCCC(NC(=O)c3cnc4ccccc4c3)C2)CC1 (stereo not drawn),-4%
CCNC(=O)N1CCCC1c1nc(C2CCOCC2)no1 (stereo not drawn),u
Cc1nc(CC(=O)N2CCCC(c3ccc(C(=O)O)cc3)C2)cs1 (stereo not drawn),-9%
Cc1ccc(-c2csc(-c3nc(-c4cc(C)ccc4C)cs3)n2)c(C)c1,19%
Cc1ccc(OCC(=O)Oc2cccc(C)c2)cc1,25%
CCN(CC(=O)Nc1cccc(OC)c1)C(=O)c1ccc(-c2ccccc2Cl)o1,u
Cc1ccccc1NC(=O)Cn1c(=O)n(CCc2ccccc2)c(=O)c2sc3ccccc3c21,-33%
COC(=O)c1cc(NC(=O)CN(c2ccccc2)S(=O)(=O)N(C)C)ccc1Cl,-24%
COc1ccccc1-c1coc2cc(OS(C)(=O)=O)ccc2c1=O,15%
CCc1cc(=O)n(CC(=O)Nc2ccccc2)c(-c2cccc(F)c2)n1,11%
CC(=O)Nc1ccc(-c2nnc(SCC(=O)c3ccc([N+](=O)[O-])cc3)o2)cc1,-3%
Cc1cc(C)c(C(=O)Nc2ccccc2)c(SCC(=O)NC2CCCCC2)n1,7%
O=C(c1ccc2c(c1)OCO2)N1CCC(Cc2nc(-c3ccc(F)cc3)no2)CC1,-19%
CN(C)S(=O)(=O)c1ccc(Cl)c(C(=O)NCc2ccnc(N3CCCC3)c2)c1,6%
COc1cccc(CNC(=O)Cn2c(=O)nc(-c3ccccc3F)c3cc(Cl)ccc32)c1,9%
Cc1nc2cccnc2n1CC1CCCN(S(=O)(=O)c2ccc(C(C)C)cc2)C1 (stereo not drawn),-26%
CCn1c(CNC(C)c2ccccc2)nc2cc(S(=O)(=O)N3CCOCC3)ccc21 (stereo not drawn),27%
COc1cccc(NC(CNS(=O)(=O)c2ccc(C)cc2)c2ccccc2)c1 (stereo not drawn),u
CCOc1cc(/C=C(\C#N)c2nc3ccccc3[nH]2)ccc1OC(C)C,-2%
CCn1c(=O)cc(SCC(=O)NCc2ccc(C)cc2)c2ccccc21,u
CCOc1ccc(Nc2ncnc3c2nc2n3CCCCC2)cc1,4%
CC(C)CCNC(=O)c1cc(-c2cccnc2)nc2ccc(S(=O)(=O)N3CCC(C)CC3)cc12,5%
CN(Cc1ccc(Cl)c(Cl)c1)C(=O)c1cc2ccccc2oc1=O,1%
O=C(Nc1cccc(F)c1)[C@H](CSCc1ccccc1)N1Cc2ccccc2C1=O,-43%

(more compounds)
SMILES,KDM5B inh
CCCC(=O)Oc1c(S(=O)(=O)c2ccc(C)cc2)c(C)nn1C(C)(C)C,19%
O=C(NCc1ccccn1)C1c2ccccc2C(=O)N(Cc2ccccc2)C12CCCC2 (stereo not drawn),20%
O=S(=O)(NC[C@H]1OC[C@@H](NCc2cccnc2)[C@@H]1O)c1ccccc1,43%[86.2 µM]
C=CCC(=O)N1CCCC1C(=O)Nc1ccccc1-c1ccc(OC)cc1 (stereo not drawn),u
COc1ccc(-c2c(C)nn3c(N4CCN(c5ccccc5F)CC4)cc(C)nc23)cc1OC,-20%
COc1cc2c(cc1OC)-c1c(c(C(=O)NCCN(C)C)nn1-c1ccccc1)C2,0%
CCC1c2ccsc2CCN1C(=O)/C=C/c1sccc1C (stereo not drawn),22%
O=C(CCNc1c(-c2cccc(F)c2)nc2cnccn12)NCC1CCCO1 (stereo not drawn),28µM*
Cc1ccn2c(Nc3ccc4c(c3)OCCO4)c(-c3ccc(C)o3)nc2c1,u
CCc1noc(-c2cccn3c(CNC(=O)c4ccc(F)c(F)c4)nnc23)n1,4µM*
COc1ccc(CN2CC3(CCN(C(=O)Nc4ccc(C)c(C)c4)CC3)C2=O)cc1,19%
Cc1nn(CCCC(=O)Nc2ccccc2C(F)(F)F)c(=O)c2nn(-c3ccccc3)c(C)c12,3%
CCCCN(C)Cc1ccccc1OC,u
CC(C)CCNC(=O)c1ccc(-c2ccccc2)s1,u
Cc1coc2c(C)c3oc(=O)c(CCC(=O)N4CCCCC4)c(C)c3cc12,u
O=C(Nc1ccc(OC(F)(F)F)cc1)NC1COc2ccccc2C1 (stereo not drawn),-31%
Cc1cccc(NC(=O)CSc2ncnc3ccccc23)c1C,7%
Cc1cc(C)c2nc(NC(=O)C3CSC4(C)CCC(=O)N34)sc2c1 (stereo not drawn),-4%
CC(=O)Nc1ccc(NC(=O)Cn2nc(C(=O)Nc3ccc(C)cc3)ccc2=O)cc1,8%
O=C1NCc2ccccc2CC12CCN(Cc1ccccc1Br)C2 (stereo not drawn),29%[115 µM]
Cn1ccnc1-c1nccn1CC(CO)Cc1ccsc1 (stereo not drawn),3%
CCN(CC)C(=O)[C@@H]1CCC[C@@H](NCc2cccc(Cl)c2)CN(C)C(=O)C1,-2%[86.2 µM]
Cc1c(NC(=O)Cc2ccc(Cl)cc2)cccc1-c1nc2cccnc2s1,-12%
CCOc1ccc(NC(=O)Nc2c(NC3CCCC3)c3ccccc3oc2=O)cc1,-15%
CC(=O)c1ccc(N2CCN(C(=O)CCCn3c(=O)[nH]c4ccsc4c3=O)CC2)cc1,-15%&-12%
CCN(CC)S(=O)(=O)c1cc(C(=O)Nc2cc(Cl)ccc2N2CCN(C)CC2)ccc1Cl,6%
CCOC(=O)c1ccc(NC(=O)N(C)Cc2nc(-c3ccccc3C)oc2C)cc1,-22%
CCCCn1nc(C(=O)NCc2ccc(Cl)cc2)c2ccccc2c1=O,19%
Cc1ncoc1C(=O)NC1CCc2nn(CC3CC3)c(=O)n2CC1 (stereo not drawn),-6%
Cc1cc(C)c(/C=C/c2onc(C)c2S(=O)(=O)N2CCC(C(=O)N3CCN(c4ccccc4)CC3)CC2)c(C)c1,-1%
O=C(/C=C/N(c1ccccc1)c1ccccn1)C(F)(F)F,13%
CNC(=O)[C@@H]1C[C@H](Oc2ccccc2)CN1C(=O)c1cc(C)n(C)n1,2%
Cc1ccc2c(c1)C(CS(=O)(=O)NCc1ccc(F)cc1)NC2 (stereo not drawn),u
CCC(=O)N1CCc2cc(CNS(=O)(=O)c3ccc(Br)s3)ccc21,-5%
COc1ccc(Cc2nn3c(C(C)C)nnc3s2)cc1OC,-3%
COc1ccccc1OCCNC(=O)CN1CC2CC(C1)[C@H]1CCCC(=O)N1C2 (stereo partly drawn),20%
COc1ccc(-n2nc(C(=O)NCC(=O)NC3CCCCCC3)c3ccccc3c2=O)c(OC)c1,19%
CC(NC(=O)CSc1nncn1-c1ccccc1)c1cccc2ccccc12 (stereo not drawn),9%
O=C(NC1CC(c2nnc(CO)n2C2CC2)C1)c1ccc2c(c1)CCO2 (stereo not drawn),1%
COc1ccc(-c2cnc(C)o2)cc1S(=O)(=O)Nc1ccc(NC(C)=O)cc1,-2%
CCc1ccccc1NC(=O)C1CCN(S(C)(=O)=O)CC1,32%
COCCN(CCOC)CC[C@@H]1CC[C@H](O)[C@@H](C(=O)NC2CCCCC2)O1,22%[86.2 µM]
Cc1c(CC(=O)NCC(c2ccccc2)c2ccccc2)c(=O)oc2cc(O)ccc12,i
COc1ccc(CCN2CC(C(=O)N3CCN(C)CC3)CCC2=O)cc1 (stereo not drawn),-16%
COc1ccc(S(=O)(=O)Nc2ccccc2C(=O)N2CCOCC2)cc1Br,8%
CN(Cc1cccn1C)C1CCOc2ccccc21 (stereo not drawn),2%[86.2 µM]
CC(C)(C)c1ccc(-c2nc(C#N)c(NCc3ccco3)o2)cc1,u
COc1ccc(-c2c(C)c3ccc(OC)cc3oc2=O)cc1,u
CC(C)CC(=O)Nc1nn2c(C(C)C)nnc2s1,-3%
CC1C(=O)CCN(C)C1C (stereo not drawn),-16%

Later entries:
SMILES,KDM5B inh
COC(=O)c1ccc(/C=N/NC(=O)C2CC(=O)N(c3ccc(OC)cc3)C2)cc1 (stereo not drawn),13%
Cc1ccc2cccc(NC(=O)C(C)Oc3ccc(Cl)cc3Cl)c2n1 (stereo not drawn),-16%
O=C(C1CC1)N1CCN2C(=O)N(C3CCCCC3)C[C@H]2C1,-8%[115 µM]
CCCCCCCC(=O)NCCCNC(=O)CCCCCCC,-16%
CN(Cc1ccccc1Br)C(=O)CSc1cc(C(=O)NC2CC2)c2ccccc2n1,-17%
O=C(Cc1cccc([N+](=O)[O-])c1)NCc1nc2cccnc2n1Cc1ccc(F)cc1,u
CCn1ccc(C(=O)NCC2Cn3cccc3C(=O)N2Cc2ccccc2)n1 (stereo not drawn),-28%
CCOc1ccc(NC(=O)CCS(=O)(=O)c2ccc3c(c2)n(C)c(=O)c(=O)n3C)cc1,-24%
CSc1ncc(Cl)c(C(=O)Nc2ccc(S(=O)(=O)N3CCC(C)CC3)cc2)n1,u
CCOC(=O)C(NC(=O)c1ccccc1)(OC(C)C)C(F)(F)F (stereo not drawn),9%
O=C(c1nn(Cc2ccccc2)c(=O)c2ccccc12)N1CCN(CCOc2ccccc2)CC1,-3%
O=C(O)C1CC=CCC1C(=O)NCc1ccc(Cl)c(Cl)c1 (stereo not drawn),13%
COc1cccc(NC(=O)CSc2nnc3[nH]c(=O)cc(-c4ccccc4)n23)c1,u
CCn1cc(CN2CCc3nc(N4CCN(C)CC4)[nH]c(=O)c3CC2)c2ccccc21,2%
O=C(CSc1nnc(-c2ccccc2F)n1-c1ccccc1)NC(=O)NCc1ccccc1,15%

This is a subset, so the mix of outcomes need not match the whole.
